PAX8 inh HTS: inhibitors of PAX8-driven TPO luciferase reporter, primary screen, RMG-I cells, single concentration; 360,000 compounds, 1.2% hits; SteadyGlo, 24 h; inhibition, % at 12.6 µM; AID 652154, 2013;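 active means mean replicate inhibition at least 60% with every replicate also reaching 60%; inconclusive means only one of the two criteria is met; inactive means mean below 60% and not all replicates reaching 60%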;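 further: luciferase light reporting Pax8 driven TPO promoter activity; plate controls were median of neutral control wells for no effect and mitoxantrone controls for full effect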
F508del corr: F508del CFTR correction, initial screen, CFBE line, single point | CFBE cells, YFP halide quenching; stimulated with forskolin plus potentiator P3; % fluorescence drop versus neutral controls | activity (quench increase), % at 7.58 µM | 350,000 compounds, 0.36% hits | AID 720511, 2013;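 active means mean added fluorescence quench of at least 8% versus neutral control, with both replicates also reaching 8%; inconclusive means only one of the mean or replicate conditions met; inactive means mean below 8% and not both replicates reaching 8%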;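 further: cells transiently co-express mutant CFTR-F508del with the halide-sensitive YFP; corrector assay measuring rescue of mutant channel to the surface after 24 h compound exposure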
EWS-Fli block: EWS/Fli-driven NR0B1 reporter inhibitors, primary screen, A673 cells, NR0B1 luciferase, luminescence, MLPCN library; viability-normalised; inhibition, % at 12.6 µM; 350,000 compounds, 0.67% hits;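 active means mean inhibition of at least 50% after viability correction, with every replicate also passing that limit; inconclusive means mean reaches 50% but only one of two replicates passes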;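 further: firefly luciferase signal divided by Alamar Blue viability fluorescence both relative to DMSO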
ARNT-TACC3 inh: disruptors of ARNT/TACC3 protein interaction, primary screen, biochemical, AlphaScreen, single concentration; Transforming acidic coiled-coil-containing protein 3 (Homo sapiens), Q9Y6A5; AlphaScreen His-ARNT PAS-B/GST-TACC3 binding, luminescence; TACC3 fragment carries E629A point mutation; inhibition, % at 9.99 µM; 390,000 compounds, 0.66% hits;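 active means mean inhibition of replicates at least 50% and at least half of replicates each reaching 50%; inconclusive means half or more replicates reach 50% but mean below 50%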;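 further: 0% = complete ARNT plus TACC3 wells and 100% = ARNT alone without TACC3; many hits fall short of the cut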
ERp5 block: inhibitors of ERp5-driven insulin aggregation, primary screen, biochemical, turbidity, absorbance 650 nm, single point; Protein disulfide-isomerase A6 (Homo sapiens), Q15084; 90 min; inhibition, % at 9.99 µM; 350,000 compounds, 0.05% hits; AID 651711, 2012;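 active means mean replicate inhibition above about 25%, with every replicate also reaching it, limit read from the data, passing the limit was not always enough; inconclusive means only one of those two criteria met; inactive means neither criterion met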
Target sequence (Q15084 whole entry, looked up): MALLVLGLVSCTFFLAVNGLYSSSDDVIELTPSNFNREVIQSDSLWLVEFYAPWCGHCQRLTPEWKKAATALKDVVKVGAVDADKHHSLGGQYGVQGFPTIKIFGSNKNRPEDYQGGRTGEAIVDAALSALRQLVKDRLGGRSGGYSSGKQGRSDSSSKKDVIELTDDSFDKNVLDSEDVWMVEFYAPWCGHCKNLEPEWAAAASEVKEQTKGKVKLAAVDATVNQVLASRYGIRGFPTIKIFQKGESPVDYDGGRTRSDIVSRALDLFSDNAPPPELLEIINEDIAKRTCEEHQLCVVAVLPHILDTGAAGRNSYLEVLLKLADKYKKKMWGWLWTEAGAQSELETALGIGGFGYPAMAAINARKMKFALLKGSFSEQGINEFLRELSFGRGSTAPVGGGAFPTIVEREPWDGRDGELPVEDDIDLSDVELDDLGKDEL
XiGFP reactiv: activators of inactive X chromosome reactivation, primary screen, imaging, XiGFP fibroblasts, GFP high-content imaging, set 2 | 360,000 compounds, 0.055% hits | activation, % at 7.58 µM | XiGFP mouse fibroblasts, % GFP-positive cells imaging, 3 d; cells co-treated with 5-aza-dC sensitizer; scaled so ellipticine positive control = 100% | AID 743238, 2013;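 active means mean normalized replicate activation at least 10% and every replicate at or above 10%; inconclusive means only one of the two criteria met; inactive means mean below 10% and not all replicates reach 10%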;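 further: 0% = median of on-plate neutral control wells and 100% = ellipticine 6 µM median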
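Material: SV40-immortalized XiGFP fibroblast cells, line 68-5-11 | Buffer or medium: DMEM containing 5-aza-dC | Dosing: One concentration, pinned | Times: 3 d treatment, 15 min room-temperature fixation | Controls: Ellipticine 6 µM positive control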
DENV2 CPE: inhibitors of DENV2 cytopathic effect, primary screen, cell-based, plate reader, single concentration | 350,000 compounds, 1.7% hits | CPE inhibition, % at 9.99 µM | AID 651640, 2012 | DENV2-infected cells, cytopathic effect rescue; in the data active means CPE inhibition above about 20%, passing the limit was not always enough; inconclusive means no clear call, values can overlap the other calls; tested in BHK-21 cells;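 further: 0% = median of neutral control wells and 100% = median of positive control wells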
INS-1E GSIS act: GLuc luminescence reporter in INS-1E cells, primary screen for activators of glucose-dependent secretion of insulin | INS-1E GLuc reporter insulin secretion, 2-3 h | activation, % at 16.6 µM | 370,000 compounds, 0.61% hits;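 active means lowest replicate activation of at least 40%, so every replicate reaches that level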;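 further: 0% = median of neutral control wells and 100% = median of IBMX positive control wells; some compounds called inactive have numbers as strong as hits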
The depositor's hits bear a star; ? = inconclusive; / = no result given; & = joins results of further samples; ! = repeats disagree. Outcome played no part in choosing rows. About 4.2% of those tested had a hit in this group.

SMILES | PAX8 inh HTS | F508del corr | EWS-Fli block | ARNT-TACC3 inh | ERp5 block | XiGFP reactiv | DENV2 CPE | INS-1E GSIS act
CC(NS(=O)(=O)c1ccc(Cl)c(Cl)c1)C(=O)OCC(=O)N1CCCCCC1 (stereo not drawn) | -1 | 1.2 | -1 | 19 | -2 | -0.1 | 4 | -9
Cn1cnc(S(=O)(=O)N2C[C@@H](O)COC[C@H]3O[C@H](CC(=O)NCc4cccc(F)c4)CC[C@@H]32)c1 | 1 | -3.0 | -4 | -2 | / | 0.0 | ? | 6
CCCCCCCCNC(=O)CCNC(=O)c1ccc(C(C)(C)C)cc1 | / | -2.9 | 17 | 21 | 0 | / | 1 | 30
O=S(=O)(CC(O)(c1ccccc1)c1ccccc1)CC(O)(c1ccccc1)c1ccccc1 | 28 | / | 7 | -3 | 0 | 0.0 | -4 | /
Cc1ccsc1/C=N/Nc1ccc(F)cc1F | -129 | -0.7 | -154 | / | -1 | 0.1 | 6 | 29
CN(C)CCN1C(=O)C(=O)/C(=C(/O)c2ccc3c(c2)OCCO3)C1c1ccccn1 (stereo not drawn) | -58 | 0.9 | -8 | 2 | 2 | 0.0 | 4 | -16
COc1ccc(N(CC(=O)NCCSCc2ccc(Cl)cc2)S(C)(=O)=O)cc1Cl | 12 | 2.9 | -1 | 3 | 1 | 0.1 | -4 | -37
O=C(O)CC(NS(=O)(=O)c1ccc2c(c1)OCCO2)c1ccccc1[N+](=O)[O-] (stereo not drawn) | / | -3.9 | 9 | / | -2 | 0.2 | 17 | 6
Cc1ccc(C(=O)Nc2scc(-c3ccccc3)c2C(=O)O)cc1 | -69 | -3.6 | -97 | -5 | -8 | 0.3 | -6 | -17
O=C(N[C@@H]1CC[C@@H](CCNS(=O)(=O)c2ccccc2Cl)O[C@@H]1CO)c1ccccc1 | -1 | 1.5 | 2 | -9 | -4 | -0.4 | 0 | -4
C/C(=N\NC(=O)c1ccc(N)cc1)C1CC1 | / | 1.6 | -16 | -6 | 0 | 0.1 | 1 | -9
CC1(c2ccc3c(c2)OCCCO3)NC(=O)N(CC(=O)Nc2cccc(C#N)c2)C1=O (stereo not drawn) | -1 | 1.6 | 2 | 2 | 0 | -0.1 | ? | 1
COc1ccc(OC)c(S(=O)(=O)NCC(=O)O)c1 | 1 | -2.0 | 7 | -1 | 4 | 0.0 | 3 | 10
C[C@H](CO)N1C[C@H](C)[C@H](CN(C)C(=O)Nc2ccc(-c3cccs3)cc2)OCc2cn(nn2)CCCC1=O | 59 | -4.7 | -9 | -4 | 2 | -0.2 | -2 | -3
CCOC(=O)N1CCC(=NNC(=O)c2ccccc2F)CC1 | -4 | / | / | -2 | / | 0.2 | / | -4
Cc1ccc([N+](=O)[O-])c(OCCCN2CCC(Cc3ccccc3)CC2)c1 | -3 | 3.7 | 20 | / | -2 | 0.0 | 1 | -18
Nc1c(-c2cccc(Cl)c2)cnc2c(-c3ccccc3)cnn12 | -176 | 0.3 | -127 | 6 | 5 | 0.1 | -2 | 8
CCCCNc1ccc2c(c1)OC[C@@H](CC(C)C)NS2(=O)=O | 2 | -4.9 | -5 | / | -3 | 0.0 | -3 | -12
COc1ccc(CCNC(=O)c2ccnc(C(C)(C)C)c2)cc1OC | 14 | -0.1 | -6 | 4 | 7 | 0.0 | -2 | 22
COc1cc(CNc2ncnc3c2ncn3[C@H]2CN(Cc3cccc(C(F)(F)F)c3)C[C@@H](COC(C)=O)O2)cc(OC)c1OC | 7 | 1.8 | 12 | / | 4 | -0.1 | -1 | -47
Cc1ccc(S(=O)(=O)Nc2ccc3c(c2)C(=O)N([C@H](C)CO)C[C@@H](C)[C@@H](CN(C)C(=O)Nc2ccc4c(c2)OCO4)OCCCC[C@H](C)O3)cc1 | / | 1.2 | 0 | / | / | 0.1 | -3 | -1
O=C1CC(CSc2ccc(Cl)cc2)=NN1 | 2 | -3.1 | 4 | 6 | -1 | 0.1 | 6 | 0
COc1ccccc1S(=O)(=O)N(C)C[C@@H]1OCc2cnnn2CCCC(=O)N([C@@H](C)CO)C[C@@H]1C | -14&-3 | 0.5&0.6 | 17&1 | -6 | 9&2 | 0.2&0.0 | -6&-3 | 1
C[C@@H]1CCCCO[C@@H](CN(C)S(=O)(=O)c2ccc(Cl)cc2)[C@@H](C)CN([C@@H](C)CO)C(=O)c2cc(NC(=O)Nc3ccccc3)ccc2O1 | -12 | 0.8 | 4 | 9 | -3 | -0.7 | -1 | -2
C[C@H]1CN([C@@H](C)CO)C(=O)c2cccc(NC(=O)c3ccc(-c4nccs4)cc3)c2O[C@@H]1CN(C)C(=O)Nc1ccc2c(c1)OCO2 | / | -2.3 | -6 | 3 | 3 | -0.6 | -4 | -8
SMILES | PAX8 inh HTS | F508del corr | EWS-Fli block | ARNT-TACC3 inh | ERp5 block | XiGFP reactiv | DENV2 CPE | INS-1E GSIS act
Nc1cc(C(=O)OCC(=O)Nc2cccc(S(=O)(=O)N3CCOCC3)c2)ccc1Cl | 4 | -1.0 | 6 | 1 | 3 | 0.0 | -7 | -20
O=C(CSc1nnc(-c2cccs2)n1CC1CCCO1)N1CCCC1 (stereo not drawn) | -2 | -0.8 | 0 | -5 | -19 | 0.0 | 0 | 21
COc1ccc(C)cc1Nc1n[n+](-c2ccccc2)c(-c2c(OC)ccc3ccccc23)s1 | 84* | 2.4 | 37 | 21 | 6 | 0.0 | / | -45
Fc1ccc(CSc2nnc(-c3ccco3)o2)cc1 | -95 | 1.1 | -83 | 1 | 1 | 0.0 | 13 | -8
Cc1ccc2nc(N(CCCN(C)C)C(=O)c3ccc(S(=O)(=O)N(C)C)cc3)sc2c1 | -19 | / | / | -2 | / | 0.1 | / | 21
CC1CCCC(C)N1C(=O)Cn1cc(C#N)c2ccccc21 (stereo not drawn) | 11 | 2.3 | -13 | / | 2 | 0.0 | -10 | 16
CC(NC(=O)C(C)N1CCN(S(=O)(=O)c2ccccc2)CC1)c1ccccc1 (stereo not drawn) | 1 | -4.3 | -3 | -7 | 1 | -0.3 | -1 | /
C[C@H]1CN([C@@H](C)CO)C(=O)c2cccc(N(C)C)c2O[C@@H]1CN(C)C(=O)NC1CCCCC1 | -11 | 2.2 | / | / | -7 | -0.6 | -1 | 5
CC#CC[N+](C)(C)CC(=O)c1ccccc1 | 10 | -2.4 | 3 | -4 | -1 | 0.0 | 4 | -8
Fc1ccccc1Cc1noc(CN2CCC(OCc3cccnc3)CC2)n1 | 6 | -1.1 | -5 | 3 | 1 | 0.1 | -1 | -1
O=C(NCC(=O)N1CCN(S(=O)(=O)c2cccc(F)c2)CC1)c1ccc(Br)o1 | 12 | -3.9 | 13 | -9 | -5 | 0.0 | -6 | 9
Cc1ccc(CN2C(=O)N/C(=C\c3ccc(-c4ccc(C(=O)O)cc4C)o3)C2=O)cc1 | 18 | 0.7 | 1 | -2 | -8 | -0.2 | 1 | -2
Cc1cc(NC(=O)CSc2nnc(-c3ccco3)n2C)no1 | 10 | -4.4 | -6 | -4 | -1 | -0.4 | -1 | 21
CC=Cc1ccc2n(c1=O)C[C@@H]1[C@@H](CO)[C@H](C(=O)Nc3ccc(-c4ccccc4)cc3)N(CC)[C@H]21 (mixture of isomers) | / | -1.0 | 4 | 0 | -3 | 0.0 | -1 | -7
Cc1cc(C(=O)N2CCCC(N3CCN(c4ccc(F)cc4)CC3)C2)c(C)o1 (stereo not drawn) | 0 | -0.7 | 9 | 15 | 2 | 0.0 | -8 | 0
COC(=O)[C@]12CCCCC=C1N(Cc1ccc3c(c1)OCO3)C(=O)[C@H](CC(=O)NCC13CC4CC(CC(C4)C1)C3)C2 | 33 | 0.8 | 1 | / | 0 | 0.0 | -1 | -13
C[C@@H]1CN([C@@H](C)CO)C(=O)c2cccc(NS(=O)(=O)c3ccc(F)cc3)c2O[C@H]1CN(C)C(=O)Nc1ccc(C(F)(F)F)cc1 | / | -4.3 | -21 | -1 | 3 | -0.8 | 8 | -8
Cc1ccc(C)c(S(=O)(=O)N2CCCC2CNC(=O)C(=O)NCCc2ccccc2)c1 (stereo not drawn) | 36 | 1.2 | -3 | 0 | 8 | 0.0 | 9 | -39
Cc1ccn2cc(CCNS(=O)(=O)c3ccc(F)c(C(F)(F)F)c3)nc2c1 | -15 | 0.9 | -9 | / | 8 | 0.3 | 14 | -11
CCCCN(C)C(=O)c1ccc(Nc2nc(C(N)Cc3ccccc3)cs2)nc1 (stereo not drawn) | 33 | -1.7 | 11 | / | -1 | -0.1 | 6 | -4
CC(=O)c1cccc(OCc2cc(C(=O)NC(C)Cc3cccnc3)no2)c1 (stereo not drawn) | -28 | 1.3 | / | -5 | 3 | -0.1 | ? | 26
O=C(CC1CC2CCC1C2)NC1CCCCCCC1 (stereo not drawn) | -26 | -1.3 | -14 | 5 | -1 | 0.0 | 3 | -17
Cc1ccccc1N=CC1=C(O)c2ccccc2C1=O | -16 | -1.6 | 77* | -2 | -1 | 0.0 | 4 | 3
Cc1cc(C)n(CC(O)COc2ccccc2[N+](=O)[O-])n1 (stereo not drawn) | 3 | / | / | -4 | / | 0.0 | / | 6
COc1ccc(OC)c(NC(=O)COc2ccc3c(c2)CCC3)c1 | -4 | -7.0 | -6 | 4 | 1 | -0.1 | 7 | 0
SMILES | PAX8 inh HTS | F508del corr | EWS-Fli block | ARNT-TACC3 inh | ERp5 block | XiGFP reactiv | DENV2 CPE | INS-1E GSIS act
O=C(CCC(=O)c1ccc(Cl)cc1)NCc1ccccc1 | -9 | -1.7 | / | -5 | 4 | -0.1 | 0 | 2
CC[C@H](C)C(=O)O[C@H]1C[C@@H](C)C=C2C=C[C@H](C)[C@H](CC[C@@H]3C[C@@H](O)CC(=O)O3)[C@H]21 | 4 | -4.1&-2.6 | 4&20 | 0 | 0&-8 | 0.1 | 36*! | -7&4
CC(C)CN(C(=O)Cn1c(Cl)nc2c1c(=O)n(C)c(=O)n2C)C1CCS(=O)(=O)C1 (stereo not drawn) | -6 | 1.2 | 3 | 0 | 1 | -0.1 | 16 | 8
CCC(=O)N1C[C@@H](C)[C@H](OC)CN(C)C(=O)c2ccc(NC(=O)Nc3ccc(Cl)cc3)cc2OC[C@H]1C | 13 | -0.5 | -5 | / | / | 0.2 | / | -21
O=C(Nc1ccc(Cl)c(Cl)c1)NC1CCS(=O)(=O)C1 (stereo not drawn) | -1 | -1.3 | -13 | 7 | 0 | 0.1 | 1 | -39
C[C@@H]1CN([C@@H](C)CO)C(=O)CCCn2nncc2CO[C@H]1CN(C)Cc1cccc(C(F)(F)F)c1 | -2&24 | -0.1&-2.3&-4.0 | 10&-6&6 | 5&-6 | 0&3&-7 | -0.2&0.3 | -4&5&4 | 7&-8
COc1ccc(C(=O)NC(=O)COC(=O)c2ccc(C)o2)cc1 | 5 | 1.9 | 0 | / | 11 | 0.0 | -2 | 9
C[C@@H]1ON(C)[C@H]2C[C@H]3c4[nH]c5cccc(-c6ccc7c(c6)OCO7)c5c4CCN3C(=O)[C@@H]12 | -1 | -0.1 | 18 | / | -2 | 0.7 | 2 | -20

Bioassay records as filed in PubChem BioAssay.
